C2C12 statin: protects C2C12 myotubes from simvastatin toxicity; ATP luminescence, 48 h; scaled: DMSO 0, geranylgeraniol control 100; rescue of ATP level, % at 7.49 µM; 330,000 tested, 0.78% active;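 active = mean ATP rescue above about 67%, or every replicate alone reaching that limit, limit read from the data, passing the limit was not always enough; inconclusive = no clear call, values can overlap the other calls; inactive = mean under the limit and some replicate under it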;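 also: myotubes were challenged with 10 µM simvastatin during compound exposure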
PglD inh: blocks C. jejuni PglD acetyltransferase activity; purified PglD enzyme, DTNB colorimetric CoA detection; 360,000 tested, 0.098% active; inhibition, % at 12.5 µM; in the data active = inhibition above about 16%, passing the limit was not always enough; inconclusive = no clear call, values can overlap the other calls; also: strong numbers were not always called active
INS-1E GSIS act: primary screen for activators of insulin secretion dependent on glucose, INS-1E cells, GLuc reporter luminescence | INS-1E GLuc reporter insulin secretion, 2-3 h | activation, % at 16.6 µM | 370,000 tested, 0.61% active | AID 743287;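 active = lowest replicate activation of at least 40%, so every replicate reaches that level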;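 also: 0% = median of neutral control wells and 100% = median of IBMX positive control wells; some compounds called inactive have numbers as strong as hits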
PGC1a acetyl inh: modulators of PGC1a acetylation; AID 651687; inhibition, % at 15.6 µM; 350,000 tested, 0.17% active; U2OS PGC1a acetylation, AlphaScreen anti-acetyl-lysine; with virally co-expressed GCN5 acetyltransferase;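 active = every replicate shows inhibition of at least 40%; inconclusive = mean inhibition at least 40% but some replicate below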;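 also: 0% = neutral control wells and 100% = positive control wells; some results beyond the cut were filed as inactive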
Cneo AK release: causes C. neoformans cell lysis. adenylate kinase release luminescence, 4 h; normalised: neutral wells 0, clomiphene wells 100. 360,000 tested, 0.2% active. lysis activity, % at 15 µM;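 active = mean lysis activity across replicates of at least 80%, whatever share of replicates individually reach that level; inactive = mean lysis activity below 80%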
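read-out = cell lysis signal | test system = log-phase Cryptococcus neoformans yeast cells | input = cells at 5 × 10^6 per mL | medium = fresh YPD growth medium | signal = luminescent adenylate kinase detection reagent | timing = 4 h at 37 °C static, read 1 h later | dosing = single dose | controls = Clomiphene as positive lysis control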
PAX8 reporter: lowers PAX8-driven luciferase in RMG-I cells; inhibition, % at 12.6 µM; RMG-I TPO-luciferase reporter, SteadyGlo, 24 h; 360,000 tested, 1.2% active;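 active = mean replicate inhibition at least 60% with every replicate also reaching 60%; inconclusive = only one of the two criteria is met; inactive = mean below 60% and not all replicates reaching 60%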;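 also: luciferase light reporting Pax8 driven TPO promoter activity; plate controls were median of neutral control wells for no effect and mitoxantrone controls for full effect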
ARNT TACC3 PPI: disrupts binding between human ARNT and TACC3 | Q9Y6A5 | AlphaScreen His-ARNT PAS-B/GST-TACC3 binding, luminescence; TACC3 fragment carries E629A point mutation | inhibition, % at 9.99 µM | 390,000 tested, 0.66% active | AID 623870;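 active = mean inhibition of replicates at least 50% and at least half of replicates each reaching 50%; inconclusive = half or more replicates reach 50% but mean below 50%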;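 also: 0% = complete ARNT plus TACC3 wells and 100% = ARNT alone without TACC3; many hits fall short of the cut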
LGR2 inh: blocks bursicon-induced cAMP signaling via Drosophila LGR2. 380,000 tested, 0.35% active. HEK293 LGR2, CRE-luciferase, bursicon-stimulated, 4 h. inhibition, % at 9.99 µM;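 active = drop in luminescence signal, shown as inhibition above about 50% in the replicate tests, limit read from the data, passing the limit was not always enough; inconclusive = probably only some replicates passing the limit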;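 also: agonist challenge used bursicon conditioned medium at about half maximal strength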
An asterisk follows results filed as active.

`CN(C(=O)c1c[nH]c(=O)cc1C(F)(F)F)c1ccc(Cl)c(Cl)c1` gave INS-1E GSIS act 11, PAX8 reporter -7, ARNT TACC3 PPI 7 and LGR2 inh 5.
`Cc1noc(C)c1NC(=O)Nc1cccc2c1O[C@@H](CN(C)Cc1ccc(C(=O)O)cc1)[C@H](C)CN([C@@H](C)CO)C2=O` gave C2C12 statin 9, PglD inh 0, INS-1E GSIS act -5, PGC1a acetyl inh 8, Cneo AK release -2, ARNT TACC3 PPI -6 and LGR2 inh 7.
For CCCOC(=O)c1c(-c2ccccc2)nc(CC)c(C(=O)SCC)c1CCC the results were C2C12 statin -6, PglD inh -3, INS-1E GSIS act 5, PGC1a acetyl inh -12, Cneo AK release 5, PAX8 reporter -10, ARNT TACC3 PPI -32 and LGR2 inh -2.
For COc1ccc(N(CC(=O)Nc2ccc(C)c(F)c2)S(=O)(=O)c2c(C)noc2C)cc1 the results were C2C12 statin -7, PglD inh 3, INS-1E GSIS act 1, PGC1a acetyl inh -10, Cneo AK release -1, PAX8 reporter 15, ARNT TACC3 PPI -6 and LGR2 inh 8.
`CCC(=O)N1CCN(c2ccc(NC(=O)COc3ccc(CC)cc3)cc2)CC1` gave C2C12 statin 17, PglD inh -3, INS-1E GSIS act 13, Cneo AK release 0, PAX8 reporter 0, ARNT TACC3 PPI 9 and LGR2 inh -4.
For CC1(c2nnc(Cc3ccccc3)o2)CC(c2ccncc2)=NO1 (stereo not drawn) the results were C2C12 statin -5, PglD inh 9, Cneo AK release 0, PAX8 reporter -5, ARNT TACC3 PPI -2 and LGR2 inh -5.
For CCOc1cc(NC(=S)Nc2ccccc2)c(OCC)cc1NC(=O)c1ccccc1 the results were C2C12 statin 2, PglD inh -3, PGC1a acetyl inh -16, Cneo AK release 1, PAX8 reporter 30 and ARNT TACC3 PPI -13.
For COc1ccc(C(=O)Nc2ccc(NC(C)=O)cc2)cc1S(=O)(=O)N1CCCCC1C (stereo not drawn) the results were C2C12 statin 2, PglD inh 3, PGC1a acetyl inh -7, Cneo AK release -1 and ARNT TACC3 PPI 3.
Screening O=C(NC(CO)c1ccccc1)c1ccco1 (stereo not drawn) returned C2C12 statin 1, PglD inh 2, PGC1a acetyl inh 0, Cneo AK release 0 and ARNT TACC3 PPI -3.
CO[C@H]1CN(C)C(=O)c2ccc(NC(=O)C3CC3)cc2OC[C@@H](C)N(C(=O)NC(C)C)C[C@@H]1C was read as C2C12 statin -3, PglD inh 0, INS-1E GSIS act 2, PGC1a acetyl inh 6, Cneo AK release -3, PAX8 reporter 5, ARNT TACC3 PPI -6 and LGR2 inh -2.
`Cc1cc(C)n2nc(SCC(=O)N(Cc3ccccc3)C3CCS(=O)(=O)C3)nc2n1` (stereo not drawn) gave INS-1E GSIS act 12, PGC1a acetyl inh 5, PAX8 reporter 21 and LGR2 inh 27.
For CC1Cc2ccccc2N1S(=O)(=O)c1cccc(C(=O)N2Cc3ccccc3CC2C(N)=O)c1 (stereo not drawn) the results were C2C12 statin -19, PglD inh 1, PGC1a acetyl inh 3, Cneo AK release 2, PAX8 reporter 30, ARNT TACC3 PPI 6 and LGR2 inh 26.
For O=C(Nc1ccccc1C(=O)Nc1ccc(Br)cn1)c1cccc([N+](=O)[O-])c1 the results were C2C12 statin 23, PglD inh 6, PGC1a acetyl inh 2, Cneo AK release -2, PAX8 reporter -54 and ARNT TACC3 PPI -20.
`COc1ccc(/C(=N/O)C(C)(C)NO)cc1` gave C2C12 statin 8, PglD inh -4, Cneo AK release -5 and ARNT TACC3 PPI 1.
COc1ccc(CNC(=O)c2cc3c(s2)CN(Cc2ccccc2)C3)cc1 was read as INS-1E GSIS act -7, PGC1a acetyl inh 15, PAX8 reporter -5, ARNT TACC3 PPI 1 and LGR2 inh 6.
Screening NS(=O)(=O)c1ccc(CCNC(=O)c2ccc3c(c2)OCO3)cc1 returned C2C12 statin 9, PglD inh 0, INS-1E GSIS act 2, Cneo AK release -3, PAX8 reporter 4, ARNT TACC3 PPI 41* and LGR2 inh 9.
For CCOC(=O)/C(O)=C/c1ncc(C(F)(F)F)cc1Cl the results were C2C12 statin 4, PglD inh -1, PGC1a acetyl inh 5, Cneo AK release 2 and ARNT TACC3 PPI -4.
Screening O=C(Nc1nccs1)[C@@H]1[C@@H](CO)[C@@H]2Cn3c(cccc3=O)[C@@H]2N1C(=O)C1CCCCC1 returned C2C12 statin 24, PglD inh 9, INS-1E GSIS act 11, Cneo AK release 0, ARNT TACC3 PPI 18 and LGR2 inh -6.
`C[C@@H]1CN([C@@H](C)CO)C(=O)c2cc(NS(=O)(=O)c3cn(C)cn3)ccc2O[C@H]1CN(C)S(=O)(=O)c1ccc(F)cc1` gave C2C12 statin -8, PglD inh -4, INS-1E GSIS act 22, PGC1a acetyl inh 0, Cneo AK release -4, ARNT TACC3 PPI 1 and LGR2 inh -15.
`COc1cccc(CN(C)C(=O)CC23CC4CC(CC(C4)C2)C3)c1OC` gave C2C12 statin -12, PglD inh 0, INS-1E GSIS act -1, PGC1a acetyl inh -14, Cneo AK release 0, PAX8 reporter -7, ARNT TACC3 PPI 2 and LGR2 inh -10.
Screening CCN(C(=O)COC(=O)c1cccnc1)c1cccc2ccccc12 returned C2C12 statin -2, PglD inh -4, INS-1E GSIS act -4, Cneo AK release -1, PAX8 reporter 11 and LGR2 inh 5.
For CC(C)CCOc1cccc(OCC(=O)Nc2ccncc2)c1 the results were C2C12 statin -21, PglD inh -3, INS-1E GSIS act -33, PGC1a acetyl inh -4, Cneo AK release -4, PAX8 reporter -23, ARNT TACC3 PPI -6 and LGR2 inh 4.
CCCNC(=O)N1[C@H](CO)[C@@H](c2ccc(-c3cccnc3)cc2)[C@@H]1C#N was read as C2C12 statin 10, PglD inh -2, INS-1E GSIS act 2, PGC1a acetyl inh -7, Cneo AK release 44, PAX8 reporter 4, ARNT TACC3 PPI -10 and LGR2 inh 10.
For C[C@@H]1CN([C@H](C)CO)C(=O)c2cccc(NC(=O)c3ccncc3)c2O[C@@H]1CN(C)S(=O)(=O)c1cn(C)cn1 the results were C2C12 statin -13, PglD inh -2, INS-1E GSIS act 9, PGC1a acetyl inh -1, Cneo AK release -2, ARNT TACC3 PPI -9 and LGR2 inh 15.
For C[C@H]1CN([C@@H](C)CO)C(=O)c2cc(C#Cc3cccc(F)c3)cnc2O[C@@H]1CN(C)C(=O)C1CCCCC1 the results were C2C12 statin inconclusive, PglD inh 4, INS-1E GSIS act -21, PGC1a acetyl inh -17, Cneo AK release 3, ARNT TACC3 PPI -2 and LGR2 inh 10.
For COC(=O)c1cccnc1-n1c(=O)c2cccnc2n(Cc2cccc(OC)c2)c1=O the results were C2C12 statin 0, PglD inh -1, PGC1a acetyl inh 2, Cneo AK release 0, PAX8 reporter -9 and ARNT TACC3 PPI -1.
COC(=O)c1c(NC(=O)C2=COCCO2)sc(C)c1C was read as C2C12 statin 8, PglD inh -3, INS-1E GSIS act 21, Cneo AK release 0, PAX8 reporter -6, ARNT TACC3 PPI 1 and LGR2 inh -7.
`C/C=C/c1ccc2c(c1)O[C@@H](CN(C)C(=O)C1CC1)[C@@H](C)CN([C@H](C)CO)S2(=O)=O` gave C2C12 statin 10, INS-1E GSIS act 0, PGC1a acetyl inh -12 and LGR2 inh -4.
NC(=O)c1ccc(NC(=O)CC23CC4CC(CC(Br)(C4)C2)C3)cc1 was read as C2C12 statin 23, PglD inh -2, INS-1E GSIS act -28, Cneo AK release 0, PAX8 reporter -10 and LGR2 inh -10.
`C[C@H]1CN([C@@H](C)CO)C(=O)c2cccc(NC(=O)Nc3ccc(F)cc3)c2O[C@@H]1CN(C)Cc1ccc(Cl)c(Cl)c1` gave C2C12 statin 7, PglD inh 4, INS-1E GSIS act -26, PGC1a acetyl inh 0, Cneo AK release -3, ARNT TACC3 PPI 5 and LGR2 inh -11.
`Cn1c(=O)n(C)c2cc(NC(=O)CSc3nnc(-c4ccccc4O)n3-c3ccccc3)ccc21` gave PglD inh -2, PGC1a acetyl inh 12, Cneo AK release -2 and ARNT TACC3 PPI 1.
COc1cccc(NC(=O)C2CCN(S(=O)(=O)c3ccc4c(c3)NC(=O)C(C)S4)CC2)c1 (stereo not drawn) was read as C2C12 statin -1, PglD inh 0, INS-1E GSIS act -5, PGC1a acetyl inh -21, Cneo AK release 0, PAX8 reporter 7, ARNT TACC3 PPI 9 and LGR2 inh -6.
COc1ccc([N+](=O)[O-])cc1NC(=O)c1ccc(CN(c2ccccc2)S(C)(=O)=O)cc1 was read as INS-1E GSIS act 11, PGC1a acetyl inh -4, PAX8 reporter 12, ARNT TACC3 PPI -5 and LGR2 inh -22.
`CC1CCCCN1CCNS(=O)(=O)c1ccc2c(c1)oc(=O)n2C` (stereo not drawn) gave C2C12 statin 1, PglD inh -2, PGC1a acetyl inh 21, Cneo AK release -5, PAX8 reporter -7 and ARNT TACC3 PPI -2.
Cc1ccc(NC(=O)c2cccs2)cc1NC(=O)c1ccccc1Cl was read as C2C12 statin -8, PglD inh 4, INS-1E GSIS act 167*, PGC1a acetyl inh 13, Cneo AK release 1, PAX8 reporter -5, ARNT TACC3 PPI -1 and LGR2 inh -2.
`COc1ccc(NC(=O)N[C@H]2C=C[C@H](CC(=O)NCc3ccccn3)O[C@@H]2CO)cc1` gave C2C12 statin 2, PglD inh 4, INS-1E GSIS act 15, PGC1a acetyl inh 16, Cneo AK release 1, PAX8 reporter -11, ARNT TACC3 PPI -7 and LGR2 inh 21.
`Cn1cnc(S(=O)(=O)N2C[C@H](O)COC[C@H]3O[C@@H](CC(=O)NCc4cccc(F)c4)CC[C@@H]32)c1` gave C2C12 statin -10, PglD inh -1, INS-1E GSIS act 6, PGC1a acetyl inh 10, Cneo AK release 0, PAX8 reporter -3, ARNT TACC3 PPI -10 and LGR2 inh -5.
CN(C)CCN=Cc1c(O)n(Cc2ccc3c(c2)OCO3)c(=O)c2ccccc12 was read as INS-1E GSIS act -6, PAX8 reporter -11, ARNT TACC3 PPI 7 and LGR2 inh 0.
For O=c1cc(CSc2nc3ccccc3[nH]2)c2ccccc2[nH]1 the results were C2C12 statin -5, PglD inh 0, INS-1E GSIS act -16, PGC1a acetyl inh -22, Cneo AK release -2, ARNT TACC3 PPI -13 and LGR2 inh -24.
Screening COc1cccc(NC(=O)CSc2ccc3nnc(-c4ccccn4)n3n2)c1 returned C2C12 statin 17, PglD inh -2, INS-1E GSIS act 10, Cneo AK release 1, PAX8 reporter 12, ARNT TACC3 PPI 42 and LGR2 inh 5.
Screening CO[C@@H]1CN(C)C(=O)c2cc(NC(C)=O)ccc2OC[C@@H](C)N(CC2CC2)C[C@@H]1C returned C2C12 statin 12, PglD inh 0, INS-1E GSIS act -2, PGC1a acetyl inh 32, Cneo AK release 3, PAX8 reporter 8, ARNT TACC3 PPI -4 and LGR2 inh 10.

In the list so far, these have an NH in an aromatic ring:
`CN(C(=O)c1c[nH]c(=O)cc1C(F)(F)F)c1ccc(Cl)c(Cl)c1` gave INS-1E GSIS act 11, PAX8 reporter -7, ARNT TACC3 PPI 7 and LGR2 inh 5.
For O=c1cc(CSc2nc3ccccc3[nH]2)c2ccccc2[nH]1 the results were C2C12 statin -5, PglD inh 0, INS-1E GSIS act -16, PGC1a acetyl inh -22, Cneo AK release -2, ARNT TACC3 PPI -13 and LGR2 inh -24.
